ST2 IL33 inh – inhibitors of human ST2 (IL1RL1) binding to IL-33. AID 1259354. AlphaLISA ST2-Fc/biotin-IL-33 interaction, 1 h. inhibition, % for hits at 17 µM. hit rate 2.3% among 78,000. Q01638; in the data active = inhibition above about 30%; inconclusive = mostly about 10% to 28%
Target sequence (Q01638 whole entry, looked up): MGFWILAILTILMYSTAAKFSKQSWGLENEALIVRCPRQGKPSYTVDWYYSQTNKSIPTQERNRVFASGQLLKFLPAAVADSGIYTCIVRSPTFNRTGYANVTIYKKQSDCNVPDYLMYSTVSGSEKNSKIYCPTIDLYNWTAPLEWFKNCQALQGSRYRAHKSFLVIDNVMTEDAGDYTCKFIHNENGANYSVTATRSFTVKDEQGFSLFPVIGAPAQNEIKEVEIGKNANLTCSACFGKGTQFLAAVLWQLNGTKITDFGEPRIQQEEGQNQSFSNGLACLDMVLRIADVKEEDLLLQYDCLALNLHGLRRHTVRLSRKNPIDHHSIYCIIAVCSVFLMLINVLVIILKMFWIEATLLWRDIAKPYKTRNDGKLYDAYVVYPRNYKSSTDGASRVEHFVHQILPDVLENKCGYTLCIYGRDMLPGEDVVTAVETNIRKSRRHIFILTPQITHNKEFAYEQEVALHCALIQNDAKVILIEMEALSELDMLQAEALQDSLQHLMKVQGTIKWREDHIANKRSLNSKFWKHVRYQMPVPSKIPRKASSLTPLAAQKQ
Active calls of the source: *; i = inactive; ? = inconclusive.

SMILES	ST2 IL33 inh
O=C(NC1Cc2ccccc2C1)c1ccc2oc(Cc3ccccc3)nc2c1	?
CSc1ccc(-c2nc(C(N)=O)c3c(n2)n(-c2ccc(C)c(C)c2)c(=O)n3C)cc1	?
O=C(Cc1ccc([N+](=O)[O-])cc1)Nc1ccc(Nc2ccccc2)cc1	?
Cc1ccccc1-c1cc(N2CCN(S(=O)(=O)c3cc(F)ccc3F)CC2)ncn1	i
O=C(C[C@@H]1CCNC[C@@H]1Cc1cc(-c2ccccc2)on1)Nc1cccc(O)c1	i
COc1ccc(Br)cc1C1N(c2nccs2)C(=O)C2CCCN21 (stereo not given)	i
COc1cc(F)ccc1-c1c(-c2ccccc2)ncn1C[C@H]1CCCN1	i
N#Cc1c2c(c(NCc3ccco3)n3c1nc1ccccc13)CCC2	?
COCCN(Cc1ccncc1)C(=O)CC12CC3CC(CC(C3)C1)C2	?
C=CCN(C)c1nc(-c2cccnc2)nc2c1CNC2	i
CNC(=O)c1ccc(C2CCCN2Cc2cc3cc(OC)ccc3[nH]c2=O)s1 (stereo not given)	i
Fc1ccc(N2CCCN(Cc3nc(-c4ccccn4)no3)CC2)cc1	?

The last 3 records of the section above are carried over, then new ones follow:
SMILES	ST2 IL33 inh
C=CCN(C)c1nc(-c2cccnc2)nc2c1CNC2	i
CNC(=O)c1ccc(C2CCCN2Cc2cc3cc(OC)ccc3[nH]c2=O)s1 (stereo not given)	i
Fc1ccc(N2CCCN(Cc3nc(-c4ccccn4)no3)CC2)cc1	?
CN(C(=O)c1ccco1)C(Cc1ccc(F)cc1F)C1CCN(Cc2cc(Cl)ccc2O)CC1 (stereo not given)	?
COc1ccc(CNC(=O)N2CCOC(C(F)(F)F)C2)cc1 (stereo not given)	i
Cc1cc(C)n(CC(C)NC(=O)c2ccc(-n3cnnn3)cc2)n1 (stereo not given)	i
COc1cccc(C2NC(=O)c3c(sc4c3CCCC4)N2)c1 (stereo not given)	i
Cc1ccc(NC(=O)CCS(=O)(=O)c2ccc(Br)s2)c(Br)c1	i
CCCCOC(=O)C1C2C=CC3(CN(CC4CCCO4)C(=O)C13)O2 (stereo not given)	i
COc1cccc(NS(=O)(=O)c2cc(Br)cc3c2N(C(=O)C2CC2)CC3)c1	i
Cc1ccccc1Cn1cc(S(=O)(=O)CC(=O)Nc2ccc3c(c2)OCO3)c2ccccc21	i
CN(CCC1CCOCC1)C(=O)c1ccc(OC2CCN(C(=O)C3CC3)CC2)cc1	?
N#C/C(=C\Nc1ccc(F)cc1)c1nc(-c2cc3cc(Br)ccc3oc2=O)cs1	i
Cc1cc(C)nc(N=C(N)Nc2ccccc2C(F)(F)F)n1	i
OCC(CNC1CCSCC1)Cc1cccs1 (stereo not given)	i
Cc1nn(-c2ccc(C(C)C)cc2)c(C)c1[C@@H]1C=C[C@@H](NC(=O)NC2CCCCC2)C1	i
O=S(=O)(c1ccc(Oc2ccc(Cl)cc2)cc1)c1ccc(Oc2ccc(Cl)cc2)cc1	i
Cc1cc(SCC(C)C)n2ncnc2n1	i
COC(=O)c1ccc(C(=O)Nc2nc3c(s2)CCc2ccccc2-3)cc1	?
Cc1ccc(C)n1CCN1CCN(CC(=O)c2ccc3c(c2)OCO3)CC1	?
CC(C)Sc1oc(-c2ccco2)nc1S(=O)(=O)c1ccc(Br)cc1	i
Cc1cc(N(C)Cc2ncc[nH]2)nc(-c2ccccc2)n1	?
CCc1nc(SCC(=O)N(C)Cc2n[nH]c3c2CCC3)n[nH]1	i
CCn1c(SCC(=O)Nc2ccc(Cl)c(Cl)c2)nnc1-c1ccncc1	?
O=C(Nc1nnc(Cc2ccc(F)cc2)s1)c1cccs1	i
Cc1ccc(C=Nc2c(C)n(C)n(-c3ccccc3)c2=O)o1	?
Cc1ccc(NC(=O)CN(c2cccc(C)c2C)S(=O)(=O)c2ccccc2)c(C)c1	?
CC(=O)NCCCC(=O)N1CCC(=O)N(CC2CC2)C(C(C)C)C1 (stereo not given)	i
Cc1nc(C)c(-c2cc(C)c3c(C)nc(C)nc3n2)c(N)n1	?
Cc1ccc(Cc2c(C)nc3nc(SCC(=O)NCc4cccs4)nn3c2C)cc1	?
CCN(CCc1ccccc1)CCN(C)C	i
Cc1ccccc1NC(=O)CC(=O)N(Cc1ccccn1)C1CCCCC1	i
Cc1ccc(-c2nnc([C@H]3CCN(CCC(C)C)C3)o2)cc1	i
CCc1ccc(C2CC(c3ccccc3Cl)Nc3nc(N)nn32)cc1 (stereo not given)	i
CCC1Oc2ccc(Cl)cc2N(C(C)C(=O)NCC2CCCO2)C1=O (stereo not given)	i
O=C(Cc1ccc([N+](=O)[O-])cc1)N1CCCC1	?
COC(=O)c1ccc(Oc2ncnc(N)c2[N+](=O)[O-])cc1	i
O=[N+]([O-])c1ccc(C(=Nc2ccccc2)NO)cc1	i
COCCCN1C(=O)N(Cc2ccccc2)C(=O)C12CCN(Cc1c(F)cccc1Cl)CC2	32%*

Quoted at random: 7 compounds from above, in no set order.
SMILES	ST2 IL33 inh
CCC1Oc2ccc(Cl)cc2N(C(C)C(=O)NCC2CCCO2)C1=O (stereo not given)	i
Cc1ccccc1NC(=O)CC(=O)N(Cc1ccccn1)C1CCCCC1	i
Cc1ccc(-c2nnc([C@H]3CCN(CCC(C)C)C3)o2)cc1	i
COC(=O)c1ccc(Oc2ncnc(N)c2[N+](=O)[O-])cc1	i
Cc1nc(C)c(-c2cc(C)c3c(C)nc(C)nc3n2)c(N)n1	?
CCN(CCc1ccccc1)CCN(C)C	i
CC(=O)NCCCC(=O)N1CCC(=O)N(CC2CC2)C(C(C)C)C1 (stereo not given)	i

Going on with the list:
SMILES	ST2 IL33 inh
O=C(Nc1cccc(F)c1)c1ccc(Cl)cc1	i
O=C(CC1Sc2ccc(C(F)(F)F)cc2NC1=O)Nc1ccc(N2CCCCC2)cc1 (stereo not given)	i
OC[C@H]1O[C@@H](Oc2ccc3c(c2)OC[C@H]2c4cc5c(cc4O[C@@H]32)OCO5)[C@H](O)[C@@H](O)[C@@H]1O	?
O=C(Cn1ccnc1)N1CCCC(CCc2ccc(F)cc2)C1 (stereo not given)	?
CC1CCCC(C)N1C(=O)c1cc(-c2ccc(Br)cc2)on1 (stereo not given)	i
CCn1nc(C(=O)N2CCCCCC2)c2c1CCC(NCCc1nc(-c3ccccc3)cs1)C2 (stereo not given)	i
CCC(Sc1nc2c(sc3ccccc32)c(=O)n1CCCOC)C(=O)NC1CCCC1 (stereo not given)	?
Cc1ccccc1CN1CCC(CN(Cc2cccnc2)C(=O)c2ccccn2)CC1	i
Cc1ccc2[nH]c(C(=O)N(C)C(C)c3ccon3)c(C)c2c1 (stereo not given)	i
COc1ccc(N2C(=O)C3CC=CC(C)C3C2=O)cc1Cl (stereo not given)	i
COc1ccc(S(=O)(=O)N2CCN(c3nc(C)cc(N(C)C)n3)CC2)cc1	i
COc1cc(/C=C2/NC(=O)NC2=O)cc(OC)c1O	i
Oc1ccccc1C=NCCN=Cc1ccccc1O	i
Cc1ccc(N2C(=O)CC(Sc3ccc(F)cc3)C2=O)cc1 (stereo not given)	?
COCCNC(=O)C(NC(=O)C1CCCCC1)C(C)C (stereo not given)	?
CN1CCC(O)(CNc2ccnc(C(=O)NCc3cccnc3)c2)CC1	?
CCOc1cccc(CN2CCN(C3CCCC3)C(CCO)C2)c1 (stereo not given)	i
COc1ccccc1C1Nc2ccc3ncccc3c2C2=C1C(=O)CC(C)(C)C2 (stereo not given)	?
CCC1C=CCN1C(=O)c1cnn2cc(CN(CC)CC)cnc12 (stereo not given)	i
CC1CCN(CC(O)COc2ccc(C3CCCCC3)cc2)CC1 (stereo not given)	?
COc1ccc(Nc2nc(N)nc(CSc3nc(C)cc(C)n3)n2)cc1	?
Cc1ccc(NC(=O)c2ccc(C(=O)Nc3ccc(C)cc3)cc2)cc1	i
CCN(CC)CCN(C)Cc1cc(OC)c(OC)c(OC)c1	i
CCSc1nc2ccc(O)cc2[nH]1	i

Part of the list above, as labelled records.
Oc1ccccc1C=NCCN=Cc1ccccc1O
  ST2 IL33 inh = i
Cc1ccc(N2C(=O)CC(Sc3ccc(F)cc3)C2=O)cc1 (stereo not given)
  ST2 IL33 inh = ?

Continued:
SMILES	ST2 IL33 inh
O=C(Nc1ccccc1[N+](=O)[O-])c1cccc(S(=O)(=O)N2CCOCC2)c1	?
O=C(Nc1cccc([N+](=O)[O-])c1)C1CCN(C(=O)Cc2ccccc2)CC1	i
CCOC(=O)C1C(=O)C=C(c2ccc(F)cc2)CC1c1cc(OC)ccc1OC (stereo not given)	i
CNC(=O)c1c[nH]n2c(=O)c(Cc3ccccc3F)c(C)nc12	i
O=C(CC1COCCN1)NCc1cc(F)ccc1C(F)(F)F (stereo not given)	i
COc1cccc(-n2cc(CN(C)CC3CCCC3)cn2)c1	?
CCOC(=O)N1CCN(C2CCCN(C(=O)c3csc(NC)n3)C2)CC1 (stereo not given)	?
O=C(CCn1c(=O)c2sccc2n(Cc2ccc(F)cc2)c1=O)NCc1ccccc1	i
Cc1ccc(-c2noc([C@@H]3Cc4nc[nH]c4CN3C(=O)c3cccs3)n2)cc1	?
O=C(Nc1nc(-c2ccc(F)c(F)c2)cs1)c1ccc(F)cc1	i
CSc1ncc(CN(C)CC2CCN(CCc3ccc(F)cc3)CC2)cn1	?
Cc1cccc(-c2cn[nH]c2C2CCN(c3nc(C(N)=O)cs3)CC2)c1	?
CCSc1nnc2c(n1)OC(c1ccc([N+](=O)[O-])o1)Nc1ccccc1-2 (stereo not given)	i
O=C(CCC1CCCN(Cc2ccc(F)cc2F)C1)N1CCN(Cc2ccccc2)CC1 (stereo not given)	i
CCOc1ccc(Cn2c(CNS(=O)(=O)c3ccc(OCC)cc3)nc3cccnc32)cc1	i
COc1ccccc1C1(CCN=Cc2ccc(N(C)C)cc2)CCOC(C)(C)C1 (stereo not given)	i
CC(SCc1ccccc1)C(=O)NC(C)c1ccccc1 (stereo not given)	i
O=c1c2c3c(sc2nc2n1CCCC2)CCCCC3	?
Cc1cccc(N(CC(=O)NCc2ccc(Cl)cc2)S(C)(=O)=O)c1C	i
COc1ccc(-c2cn3ccccc3n2)cc1F	i
O=C(NCc1cccnc1)c1cc2nc(-c3ccco3)cc(C(F)(F)Cl)n2n1	?
N#Cc1c(N)n(-c2cccc(Cl)c2)c2nc3ccccc3nc12	i
CC(C)c1ccc(C(O)Cc2nc3ccccc3n2C)cc1 (stereo not given)	i
NC(=O)[C@H](CC1CCCCC1)NC(=O)[C@@H]1CN(S(=O)(=O)c2ccccc2)CCN1C(=O)C1CCCCC1	i
Cc1[nH]n(-c2ccc(Cl)cc2)c(=O)c1C=Nc1cccc(Nc2ccccc2)c1	30%*
C=CCCCCC(=O)Nc1ccc(I)cc1	i
CCN(C(=O)c1ccc([N+](=O)[O-])cc1)c1ccccc1	?
COc1ccc(F)c(CC2(CCC(=O)N3CCN(Cc4ccccc4OC)CC3)CCC(=O)N2)c1 (stereo not given)	?
CC1CC2c3cccc(C(=O)O)c3C(=O)N2c2ccc(Cl)cc21 (stereo not given)	?
CCOc1ccc2c(c1)CN(c1c(C)cccc1C)CO2	i
Cc1ccc(N2C(=O)C(N3C(=O)c4ccccc4C3=O)C2c2ccc3c(c2)OCO3)cc1 (stereo not given)	?
Cc1ccc(CN2CCNC(=O)C2CC(=O)N2CCC(CN3CCCC3=O)CC2)cc1 (stereo not given)	?
CCc1ncc(-c2nccn2Cc2ccccc2-n2cccn2)cn1	?
CN1CCN(C(=O)CCC2CCCN(C3CCN(c4ccccc4)CC3)C2)CC1 (stereo not given)	i
O=C(c1ccccc1)c1c[nH]c2c(F)cc(F)cc2c1=O	i
CCOc1cc(C2C(C#N)=C(N)OC3=C2C(=O)CC(c2ccccc2)C3)ccc1OC (stereo not given)	i
O=C(O)CCCC(=O)Nc1cccc([N+](=O)[O-])c1	i
COc1ccc(CNC(=O)CN(c2ccccc2F)S(C)(=O)=O)cc1	i
COc1ccc(S(=O)(=O)NCc2ccccn2)cc1	i
COc1ccc(-c2nc(-c3ccc(C(=O)O)cc3)[nH]c2-c2ccccc2)cc1OC	i
Cc1ccc(C(C)C)cc1S(=O)(=O)N1CCOCC1	i
CC1(C)Cc2nc(C(C)(C)C)ncc2C(NCc2ccccn2)C1 (stereo not given)	i
COC(=O)c1sc(NC(=O)CCC(=O)O)nc1C	i
CC(=O)N1c2ccccc2C(C)=CC1(C)C	i
COc1ccc(CNc2ccccc2[N+](=O)[O-])cc1	38%*
CC(=O)N(c1ccc2oc3c(c2c1)CCCC3)S(=O)(=O)c1cccc([N+](=O)[O-])c1	?
COc1ccc(NC(=O)C(NS(=O)(=O)c2cccs2)c2ccccc2)c(OC)c1 (stereo not given)	?
N#Cc1cc2c(nc1SCC(N)=O)CCCCC2	?
CC(=O)c1[nH]c2ccccc2c1-c1ccccc1	i
Cc1ccc(CNC(=O)CCS(=O)(=O)c2ccc(Br)s2)cc1	i
CC(c1ccccc1)N1C(=O)CN(C2CCCCC2)C(=O)C1c1ccc(Cl)cc1 (stereo not given)	?
CCCOC(=O)c1cc2ccccc2oc1=O	i
CCC(Sc1nc2c(sc3ccccc32)c(=O)n1CCCOC)C(=O)N1CCOCC1 (stereo not given)	?
CCCC(=O)N1c2ccccc2NC2=C(C(=O)CCC2)C1c1ccc(Cl)c(Cl)c1 (stereo not given)	i
Cc1cccc(CNC(=O)N2CCN(Cc3nc4cccnc4n3-c3ccc(F)cc3)CC2)c1	i
CS(=O)(=O)N(CC(=O)Nc1ccc(Br)cc1)c1ccccc1Br	?
O=C(CSc1nc2c(sc3ccccc32)c(=O)n1CCO)Nc1ccc(F)cc1	?
CCN(Cc1nc(COC)no1)C(=O)c1cc(-c2ccccc2)nn1C	?

Not all compounds are listed; the hit share may differ from the screen's.
